Lamin A splicing: qHTS Assay for Modulators of Lamin A Splicing; AID 1487, 2009; Potency, µM (top dose mostly 46.1 µM), for the others: top-dose ratio change, negative = inhibition, hits mostly inhibitors; HeLa LMNA splicing GFP/RFP minigene ratio, 48 h; 0.01% of 200,000 active; active means well fitted inhibition curve with a large enough effect in the signal ratio, with a control signal flat, not every such curve was filed as active; inconclusive means small, poorly fitted or top-dose-only effect, or effect the other way, or a change in a side signal; the % refers to the signal ratio; further: on the % scale 0 is the no-effect control and ±100 the full control effect
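S3 HeLa cells stably expressing lamin A-EGFP splicing minigene plus DsRed2, 600 cells/well, 48 h compound exposure at 37C. Laser-scanning cytometry; analysed as GFP (500-530 nm)/RFP (575-640 nm) total intensity ratio; 0.5% DMSO vehicle.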
Epigenetic derep: Quantitative High-Throughput Screen for Regulators of Epigenetic Control; murine LDR cells, GFP reporter derepression, 30 h; Potency, µM (top dose mostly 53.9 µM), inactives show top-dose GFP activation, hits mostly activators; 0.2% of 280,000 active; active means well fitted activation curve with a large enough effect; inconclusive means small, poorly fitted or top-dose-only effect; further: % of control where 0% means no effect; nearly all actives have a fitted effect of over 60% in size
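GFP-positive cell count by laser-scanning cytometry (objects 20–120 um) after 30 h, 37 C compound exposure of murine LDR cells; reporter is CMV-GFP integrated at a silenced locus, inducible by HDAC or DNMT inhibitors.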
* hit, by the source's call; ? = inconclusive; [ ] = dose if it differs, or a comment. Potency means the concentration at half of the fitted maximal effect. The list is partial; the hit share may differ from the screen's.

1. O=C(Nc1ccc(C(=O)OCc2cc(=O)n3ccsc3n2)cc1)c1cccc(F)c1
2. COc1ccc(OC)c(NC(=O)c2c(C)oc3ncnc(N4CCOCC4)c23)c1
3. O=C(CSc1nnc(-c2cccs2)o1)Nc1cccc(C(F)(F)F)c1
4. Cc1ccc(NC(=O)CSc2nc3nc(C)c(Cc4ccccc4)c(C)n3n2)cc1
5. CCC(=O)NCCc1sc2nc(-c3ccc(OC)cc3)nn2c1C
6. CC(=O)c1ccc(NC(=O)CSc2nc(=O)n(Cc3ccccn3)c3c2CCC3)cc1
7. CCOC(=O)c1c(S(=O)(=O)N2CCC(C(=O)NCc3ccccc3OC)CC2)c(C)n(C)c1C
8. COc1ccc(CCNC(=O)C2(c3cccs3)CCOCC2)cc1

assay / entry	1	2	3	4	5	6	7	8
Epigenetic derep	3.3%	0.0%	-0.8%	3.5%	2.5%	2.7%	1.3%	0.5%
Lamin A splicing	-7%[46 µM]	?	-13%[46 µM]	?	-3%[46 µM]	-8%[46 µM]	0%[46 µM]	0%[46 µM]

9. CCN(CC)C(=O)Cn1c(=O)n(-c2ccc(OC)cc2OC)c(=O)c2c(C)c(C(=O)N(CC)CC)sc21
10. CCOc1ccc(NC(=O)c2cnn(-c3ccc(C)c(Cl)c3)c2C2CCNCC2)cc1
11. COc1ccccc1CNC(=O)Cc1csc2nc(-c3ccc(Cl)cc3)cn12
12. Cc1cc(C)c(/C=C/c2onc(C)c2S(=O)(=O)N2CCC(C(=O)NCc3ccccc3Cl)CC2)c(C)c1
13. COc1ccc(-c2ccc(NS(=O)(=O)c3ccc(OC)c(OC)c3)cc2)nn1
14. O=S(=O)(Nc1cccc(-c2ccc(N3CCCCC3)nn2)c1)c1cccs1
15. COc1ccccc1CNC(=O)CS(=O)(=O)c1cccc2nsnc12
16. O=C(c1ccc(F)cc1)N1c2ncnn2C2(CCCCC2)[C@@H]2CCCC[C@@H]21

assay / entry	9	10	11	12	13	14	15	16
Epigenetic derep	-1.3%	-1.3%	-0.6%	-1.7%	5.1%	1.7%	1.1%	0.0%
Lamin A splicing	6%[46 µM]	-8%[46 µM]	-32%[46 µM]	-1%[46 µM]	?	12%[46 µM]	-14%[46 µM]	?

17. O=C(Nc1ccccc1)c1cnc(N2CCCCC2)c2ccccc12
18. COc1cc(NC(=O)C(CCS(C)(=O)=O)N2Cc3ccccc3C2=O)cc(OC)c1OC (stereo not given)
19. Cc1ccc(C(=O)Nc2ccccc2C(=O)OCc2cc(=O)n3nc(C(C)C)sc3n2)cc1
20. CN1C(=O)Cc2cc(S(=O)(=O)N3CCN(c4ccc(Cl)cc4)CC3)ccc21
21. CCN(C(=O)c1c(C)oc2ncn(CC(C)C)c(=O)c12)c1cccc(Cl)c1
22. Cc1ccc2sc(NC(=O)c3ccc4c(c3)OCCO4)nc2c1C
23. Cc1ccc(S(=O)(=O)c2nnn(-c3ccc(F)c(Cl)c3)c2N)cc1
24. CCOc1ccc(S(=O)(=O)N2CCC(c3ccncc3)CC2)cc1

assay / entry	17	18	19	20	21	22	23	24
Epigenetic derep	1.1%	-1.2%	-4.0%	0.0%	1.3%	-2.9%	-0.7%	-1.3%
Lamin A splicing	-8%[46 µM]	-6%[46 µM]	-9%[46 µM]	28%[46 µM]	-14%[46 µM]	?	17%[46 µM]	?

Entries by screen from the list:
Nos. 17–20 in Lamin A splicing read -8%[46 µM], -6%[46 µM], -9%[46 µM], 28%[46 µM]

Next results
25. O=C(Nc1ccccc1)Nc1nnc(SCC(=O)N2CCCCC2)s1
26. Cc1c(Cl)cccc1NC(=O)C1CCN(c2ncnc3c2nc2n3CCCCC2)CC1
27. O=C(NCc1ccc(Cl)cc1)C1CCN(S(=O)(=O)c2ccc3c(c2)CCCN3C(=O)C2CCC2)CC1
28. COc1ccc2ncc3c(-c4ccc(C)c(C)c4)nn(CC(=O)Nc4ccccc4)c3c2c1
29. CCOC(=O)N1CCC(NC(=O)c2cnn(-c3ccc(OC)cc3)c2C2CCN(C(=O)OC(C)(C)C)CC2)CC1
30. Cc1ccc(CNC(=O)c2c(-c3ccc(Br)cc3)noc2C)o1
31. O=C(NCc1cccnc1)C1CCN(Cc2cc3ccccc3n2Cc2ccccc2)CC1
32. Cc1nc(N2CCCC2)c2c(C(=O)N3CCN(c4cccc(Cl)c4)CC3)c(C)oc2n1

assay / entry	25	26	27	28	29	30	31	32
Epigenetic derep	?	-1.2%	7.8%	4.4%	-0.2%	3.5%	-1.3%	0.8%
Lamin A splicing	?	?	?	?	9%[46 µM]	-6%[46 µM]	?	-5%[46 µM]

33. Cc1ccc(C)c(NC(=O)Cn2cc(S(=O)(=O)NC(C)C)c(S(=O)(=O)NC(C)C)c2)c1
34. COc1cccc(-n2ccnc2SCC(=O)Nc2cccc3ccccc23)c1
35. CCOC(=O)c1cc(-c2ccccc2)n(CCC(=O)NCc2ccccc2Cl)c1C
36. COc1cccc(CNC(=O)CCS(=O)(=O)c2cc3c(cc2C)NC(=O)CO3)c1
37. O=C(c1cnc(N2CCCCC2)c2ccccc12)N1CCN(c2ccc(Cl)cc2)CC1
38. CN(C)c1ccc(CNC(=O)c2ccc3nc(Cc4ccccc4)oc3c2)cc1
39. Cc1ccc(CSc2nc3c(c(=O)[nH]2)C(c2cccc(F)c2F)CC(=O)N3)cc1 (stereo not given)
40. CCc1ccc(CNC(=O)Cc2c(C(=O)O)c(C)cn2C)cc1

assay / entry	33	34	35	36	37	38	39	40
Epigenetic derep	-0.4%	-2.5%	-1.1%	0.0%	0.0%	2.5%	-4.3%	-1.3%
Lamin A splicing	5%[46 µM]	-18%[46 µM]	-18%[46 µM]	-14%[46 µM]	?	5%[46 µM]	11%[46 µM]	?

41. Cc1ccc(N2CC(C(=O)NCCS(=O)(=O)N3CCN(c4ccccc4)CC3)CC2=O)cc1C (stereo not given)
42. Cn1cnc(S(=O)(=O)N2CCCC(C(=O)NCc3ccc(Cl)cc3)C2)c1 (stereo not given)
43. Cc1ccc(C2=NN(CC(=O)NCCN(CC(C)C)CC(C)C)C(=O)CC2)cc1
44. COc1ccccc1CNC(=O)c1ccc(Cn2c(SCc3ccccc3)nc3cccnc32)cc1
45. CC(C)(C)OC(=O)N1CCC(c2c(C(=O)NCc3cccs3)cnn2-c2cccc(F)c2)CC1
46. CCCCn1cc(S(=O)(=O)c2ccccc2)c(=O)c2cc(F)c(N3CCC(C)CC3)cc21
47. COc1cccc(CNC(=O)C2Cc3cc(S(=O)(=O)N4CCCCCC4)ccc3N2C(C)=O)c1 (stereo not given)
48. Cc1nc(S(=O)(=O)N2CCN(c3cccc(Cl)c3)CC2)cn1C

assay / entry	41	42	43	44	45	46	47	48
Epigenetic derep	-0.9%	-1.1%	1.2%	0.0%	1.3%	-0.4%	1.9%	-1.7%
Lamin A splicing	?	6%[46 µM]	-6%[46 µM]	?	-29%[46 µM]	11%[46 µM]	18%[46 µM]	12%[46 µM]

3 successive compounds from above, quoted:
1. O=C(Nc1ccc(C(=O)OCc2cc(=O)n3ccsc3n2)cc1)c1cccc(F)c1
2. COc1ccc(OC)c(NC(=O)c2c(C)oc3ncnc(N4CCOCC4)c23)c1
3. O=C(CSc1nnc(-c2cccs2)o1)Nc1cccc(C(F)(F)F)c1

assay / entry	1	2	3
Epigenetic derep	3.3%	0.0%	-0.8%
Lamin A splicing	-7%[46 µM]	?	-13%[46 µM]

Following part:
49. O=C(CN1CCN(c2ccc(Cl)cc2)CC1)Nc1ccc(F)cc1F
50. Cc1ccc(OCC(=O)Nc2ccc(C(=O)OCc3cc(=O)n4nc(C5CC5)sc4n3)cc2)cc1
51. Cc1ccc(NC(=O)Cn2c(-c3cncs3)nc3ccccc32)cc1Br
52. CCOC(=O)c1scc(-c2ccc(C)cc2)c1S(=O)(=O)Nc1ccc(OC)c(Cl)c1
53. O=C(CS(=O)(=O)c1cccc2nsnc12)N1CCN(c2ccccc2F)CC1
54. CCN(CC)CCSc1c(C(C)C)cnc2c1c(=O)n(C)c(=O)n2C
55. O=C(NCc1ccc2c(c1)CCN2C(=O)c1ccccc1)c1ccccc1
56. O=S(=O)(Nc1ccc(F)c(C(F)(F)F)c1)c1ccc(N2CCCCS2(=O)=O)cc1
57. CCN(CC)c1ccc(NS(=O)(=O)c2ccc(-c3cnc(C4CC4)o3)cc2)c(C)c1

assay / entry	49	50	51	52	53	54	55	56	57
Epigenetic derep	4.9%	12%	4.9%	0.8%	0.0%	8.4%	-0.5%	-5.5%	0.3%
Lamin A splicing	-9%[46 µM]	2%[46 µM]	-3%[46 µM]	-7%[46 µM]	7%[46 µM]	?	-15%[46 µM]	-2%[46 µM]	?

Profiles, looked up by structure. Screens in order: Epigenetic derep | Lamin A splicing
Results for Cc1ccc(OCC(=O)Nc2ccc(C(=O)OCc3cc(=O)n4nc(C5CC5)sc4n3)cc2)cc1 = 12% | 2%[46 µM]
Results for CCN(CC)CCSc1c(C(C)C)cnc2c1c(=O)n(C)c(=O)n2C = 8.4% | ?
Results for O=C(NCc1ccc2c(c1)CCN2C(=O)c1ccccc1)c1ccccc1 = -0.5% | -15%[46 µM]
Results for O=S(=O)(Nc1ccc(F)c(C(F)(F)F)c1)c1ccc(N2CCCCS2(=O)=O)cc1 = -5.5% | -2%[46 µM]
